Assay outcomes (PubChem BioAssay)
HepG2 tox = qHTS for Inhibitors of TGF-b: Cytotox Counterscreen. HepG2 CAGA-GFP viability, ATP luminescence, 18 h. Potency, µM (titrated, usually from 46.1 µM), for inactives: top-dose activity change, negative = cytotoxicity, most hits filed as cytotoxic. 410,000 compounds, 0.76% hits. AID 588856, 2011; also: potency is read from the fitted curve at half-maximal effect; some results filed as inactive show a strong effect at the top dose
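HepG2 CAGA-GFP cells (1000/well, DMEM with 1% FBS) received compound, then TGF-beta at 500 pg/mL final, and were incubated 18 hours at 37 degrees C. Viability was read by CellTiter-Glo luminescence. Media-only wells were set as complete cell-killing and DMSO as no toxicity.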
Mm-Cpn inhibitor = Inhibitors of TCP-1 ring complex (TRiC) of Methanococcus maripaludis (MmCpn): qHTS; purified Mm-Cpn ATPase, ADP Transcreener TR-FRET; 330,000 compounds, 0.031% hits; Potency, µM (highest dose often 76.9 µM), for inactives: top-dose activity, negative = inhibition, most hits filed as inhibitors; Chaperonin Mm-Cpn (Methanococcus maripaludis); AID 504842, 2011; also: potency is read from the fitted curve at half-maximal effect; % is scaled to controls: 0 for no effect and ±100 for the full control effect; nearly all actives have a fitted effect of over 80% in size
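Eu-cryptate anti-ADP/ADP-d2 competition gives a ratio inversely related to ADP. Enzyme at 25 nM was pre-exposed to compound for 10 min, then given 10 uM ATP for 30 min, 37°C throughout.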
CCT modulator = High-Throughput Screening for Modulators of Cytosolic Chaperonin Activity. 360,000 compounds, 0.3% hits. purified chaperonin ATPase assay, HTRF ADP detection, 30 min. activity change, % (concentration not given with the values), hits read low. AID 651819, 2012; in the data active = activity change below about -30%; also: % is scaled to controls: 0 for no effect and ±100 for the full control effect
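We incubate TRiC, 40 or 20 nM final, with library compounds at 76 uM and 10 uM ATP for 30 min at 37 °C. ADP formed is detected with Transcreener HTRF reagents after 30 min at room temperature.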
Nrf2 inh = Nrf2 qHTS screen for inhibitors; Potency, µM (series often up to 46 µM), without a hit: at the highest dose activity change, negative = inhibition, hits mostly inhibitors; AID 504444, 2011; A549 ARE-Fluc reporter, luciferase luminescence, 18-24 h; 360,000 compounds, 2.1% hits; also: potency is read from the fitted curve at half-maximal effect; % is scaled to controls: 0 for no effect and ±100 for the full control effect; nearly all actives have a fitted effect of over 60% in size
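Concentration-response testing used A549 ARE_Fluc cells at 5000 cells/well. Following an 18-24 h compound incubation, viability was read by fluorescence (Ex 405/Em 525) and luciferase output by luminescence.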
A549 viability = Nrf2 qHTS screen for inhibitors: counterscreen for cytotoxicity. A549 ARE-Fluc cells, CellTiter-Fluor viability, 18-24 h. Potency, µM (series often up to 46 µM), inactives show top-dose activity change, negative = cytotoxicity, usual class: inhibitors. 390,000 compounds, 0.16% hits. AID 504648, 2011; also: potency is read from the fitted curve at half-maximal effect; % is scaled to controls: 0 for no effect and ±100 for the full control effect
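A549 ARE_Fluc cells in 5% FBS OPTI-MEM were exposed to compounds in concentration-response for 18-24 h at 37 deg C. Viability was read by CellTiter-Fluor fluorescence (Ex 405/Em 525) after 30 min, before the luciferase read.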
Akt phos inh = HTS Assay for Inhibitors of Akt Phophorylation: Primary Screen; Neuro2A IGF-stimulated pAkt S473 HTRF, 20 min; active compounds read low; activity change, % for hits at 50 µM; 360,000 compounds, 0.32% hits; AID 651550, 2012; in the data active = activity change below about -80%; inconclusive = mostly about -51% to -80%; also: % is scaled to controls: 0 for no effect and ±100 for the full control effect
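Neuro2A cells in DMEM with 0.5% FBS, overnight at 37 deg C, given compound at single 50 µM final, then IGF (6 nM final) for 20 min at 37 deg C. Lysed; phospho-Akt Ser473 by HTRF after 24 h, 665/615 ratio.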
Nrf2 activator = qHTS of Nrf2 Activators; AID 624171, 2012; Potency, µM (highest dose often 46.1 µM), without a hit: at the top dose activation, actives largely listed as activators; 410,000 compounds, 0.31% hits; AREc32 ARE-luciferase reporter (MCF7-derived line), luminescence, 24 h; also: potency is read from the fitted curve at half-maximal effect; % of control where 0% means no effect; nearly all actives have a fitted effect of over 65% in size
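Steps: seed AREc32_Fluc cells (1000/well, 5% FBS OPTI-MEM); incubate overnight at 37 deg C; add 23 nL compound; incubate 24 hr; add Steady-Glo; hold 30 min RT; read luminescence.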
S2 tox = Viability Counterscreen for Primary qHTS for Inhibitors of ATXN expression; Potency, µM (top dose mostly 56.7 µM), actives largely listed as cytotoxic; 400,000 compounds, 0.49% hits; S2 cells (HEK-293 line with an ATXN2-luciferase reporter) viability, CellTiter-Fluor protease fluorescence, 24 h; AID 651635, 2014; also: potency is read from the fitted curve at half-maximal effect; nearly all actives have a fitted effect of over 40% in size
TGFb inhibitor = qHTS for Inhibitors of TGF-b. Potency, µM (titrated, usually from 46.1 µM), for inactives: at the top dose activity, negative = inhibition, usual class: inhibitors. 410,000 compounds, 1.2% hits. HepG2 CAGA-GFP TGF-b/SMAD3 reporter, GFP fluorescence, 18 h; TGF-beta stimulated, 500 pg/mL final; also: potency is read from the fitted curve at half-maximal effect; % is scaled to controls: 0 for no effect and ±100 for the full control effect; nearly all actives have a fitted effect of over 65% in size
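Cell-based qHTS in HEPG2 carrying a CAGA-GFP Smad reporter; compounds added before 500 pg/mL final TGF-beta, 18 h incubation at 37 degrees C, GFP fluorescence quantified per cell by imaging cytometry.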
* = called active by the depositor; i = inactive; ? = inconclusive; · = no result given. Unless noted, calls follow the shape of the dose curve; as a rule, active = well fitted curve in the direction sought with a large enough effect; inconclusive = small, poorly fitted or top-dose-only effect, or another doubt; inactive = no such curve, though single readings can be large; an effect the other way counts as inactive or inconclusive. Compounds as they come; any-hit rate near 4.4%.

SMILES | HepG2 tox | Mm-Cpn inhibitor | CCT modulator | Nrf2 inh | A549 viability | Akt phos inh | Nrf2 activator | S2 tox | TGFb inhibitor
CCN1CCN(c2ccc(S(=O)(=O)N3CCOCC3)cc2NC(=O)C(C)Oc2cccc(Cl)c2)CC1 (configuration not stated) | -41% | 0% | -1.0 | 8% | 7% | i | 2.7% | i | -11%
COc1cc(CNCCc2ccc(S(N)(=O)=O)cc2)ccc1OCC(=O)N1CCCCC1 | 1% | 0% | -4.0 | -7% | 2% | i | -1.4% | i | 2%
CCc1cc(C(=O)Nc2ccc(OC)nc2)sc1C | -2% | 5% | -2.1 | ? | 0% | i | 13% | i | 1%
COc1cccc(/C=C/C(=O)OCC(=O)Nc2cccc(S(=O)(=O)N(C)C)c2)c1 | -2% | -1% | 1.6 | -5% | 8% | i | 9.6% | i | 2%
COc1ccc(-n2nc3ccc(NC(=O)c4c(OC)cccc4OC)cc3n2)cc1 | -3% | · | · | ? | 8% | · | 10% | i | -1%
O=C(CCCC(=O)OCC(F)(F)C(F)F)Nc1ccc(NC(=O)CCCC(=O)OCC(F)(F)C(F)F)cc1 | 13% | -1% | -2.7 | 6% | 2% | i | -0.4% | i | 21%
Cc1ccccc1NCc1nnc2n1CCCCC2 | -5% | 1% | -2.4 | 1% | 0% | i | -1.0% | i | -42%
COc1ccc(C(=O)Cc2cc(OC)c(OC)cc2[N+](=O)[O-])c(OC)c1 | -27% | 1% | -3.1 | -15% | -1% | i | -0.5% | i | -6%
CCOC(=O)CC1C(=O)NCCN1C(=S)NC(=O)c1ccc(C)c(Br)c1 (configuration not stated) | -14% | · | 0.2 | · | · | i | 0.1% | i | -6%
Nc1nonc1-n1nnc(C(=O)N/N=C/c2ccco2)c1-c1ccccc1 | -7% | 1% | -2.9 | 14% | -1% | i | 4.5% | i | 3%
COc1ccc(-c2noc(-c3cc(C(C)C)[nH]n3)n2)cc1 | -50% | · | · | -24% | -14% | · | 0.4% | · | ?
CC(=O)NC(Cc1c[nH]c2ccccc12)C(=O)NCCc1ccccc1 (configuration not stated) | 17% | 1% | -2.4 | -2% | 10% | i | -0.4% | i | 17%
CN(Cc1ccccn1)Cc1nc(Cc2ccccc2Cl)no1 | -1% | -1% | -3.6 | 1% | -6% | i | 0.1% | ? | 11%
Cc1cc(F)ccc1NC(=O)CCS(=O)(=O)c1cc2c(cc1C)NC(=O)CO2 | -9% | · | · | -11% | 10% | · | -1.3% | i | 8%
CCOCc1c(C(=O)NC2CCCCCC2)oc2ccccc12 | -19% | 4% | 0.7 | -2% | 0% | i | -0.7% | i | -7%
CCc1ccc(OCC(=O)Nc2ccc3c(c2)OCCO3)cc1 | -4% | -3% | 0.0 | ? | 1% | i | -0.6% | i | -8%
CC(NCC(=O)Nc1cc(Cl)cc(Cl)c1)c1ccccc1 (configuration not stated) | -38% | -1% | -0.7 | -15% | 1% | i | 2.6% | i | ?
CN(C(=O)COC(=O)c1cc(Br)c(Br)s1)C1CCS(=O)(=O)C1 (configuration not stated) | -20% | 0% | 0.0 | 22% | 13% | i | 0.5% | i | 11%
CC(=O)N1N=C(c2ccccc2)CC1c1cn(C)c2ccccc12 (configuration not stated) | -5% | 1% | -0.1 | -12% | 1% | i | 6.9% | i | 0%
CC1(C)C2CCC1(C)C(OCC[N+](C)(C)CC(=O)OC1CCCCC1)C2 (configuration not stated) | -80% | 1% | -1.3 | ? | -3% | i | -3.0% | i | -22%
C=CCOc1ccc2oc(=O)cc(C)c2c1 | -29% | 1% | -2.1 | 2% | -1% | i | 4.2% | i | -3%
CCc1cccc2sc(N3CCN(C(=O)c4cc5ccccc5cc4OC)CC3)nc12 | -8% | · | · | · | -12% | · | -0.8% | · | 4%
CC(C)(C)CN1CCN(Cc2cc3ccccc3[nH]2)CC1CCO (configuration not stated) | -20% | 1% | -0.9 | 3% | 2% | i | 1.0% | i | -9%
COc1cc(CN2C[C@@H](CO)O[C@@H](n3cnc4c(Nc5ccccc5)ncnc43)C2)cc(OC)c1OC | -3% | · | -1.0 | · | · | i | ? | i | 3%
O=C(COC(=O)CC(c1ccccc1)c1ccccc1)NCc1ccc(Cl)cc1 | -7% | 1% | -2.4 | -8% | -1% | i | 2.5% | i | 11µM*

Ordered by molar mass (descending): part of the list above
SMILES | HepG2 tox | Mm-Cpn inhibitor | CCT modulator | Nrf2 inh | A549 viability | Akt phos inh | Nrf2 activator | S2 tox | TGFb inhibitor
Cc1cc(F)ccc1NC(=O)CCS(=O)(=O)c1cc2c(cc1C)NC(=O)CO2 | -9% | · | · | -11% | 10% | · | -1.3% | i | 8%
CC1(C)C2CCC1(C)C(OCC[N+](C)(C)CC(=O)OC1CCCCC1)C2 (configuration not stated) | -80% | 1% | -1.3 | ? | -3% | i | -3.0% | i | -22%
CC(=O)NC(Cc1c[nH]c2ccccc12)C(=O)NCCc1ccccc1 (configuration not stated) | 17% | 1% | -2.4 | -2% | 10% | i | -0.4% | i | 17%

Following part:
SMILES | HepG2 tox | Mm-Cpn inhibitor | CCT modulator | Nrf2 inh | A549 viability | Akt phos inh | Nrf2 activator | S2 tox | TGFb inhibitor
C=CCN(Cc1cn(C)nc1-c1cccc(Cl)c1)C1CCS(=O)(=O)C1 (configuration not stated) | -3% | 2% | -0.7 | -7% | -1% | i | 8.0% | i | 28%
COc1ccc(S(=O)(=O)N(C)C)cc1NC(=O)c1ccc2c(c1)OCCO2 | 4% | 0% | 0.6 | 2% | 5% | i | -0.4% | i | 2%
Cc1nc2ccccc2n1CCc1nc2c3ccccc3nc(SCC(=O)Nc3ccc(Br)cc3F)n2n1 | -3% | · | · | · | 1% | · | -1.1% | i | -18%
C=CCSc1nnnn1-c1ccc(OC)cc1 | 4% | 0% | -2.4 | 11% | 11% | i | -0.1% | i | 27%
Cc1ccccc1C(=O)Nc1cccc(C(=O)N/N=C/c2ccc3c(c2)OCO3)c1 | -11% | -4% | -3.5 | 74% | -7% | i | 2.9% | i | -2%
N#Cc1c(SCC(=O)Nc2ccc(C(F)(F)F)cc2)sc2c(O)cc(=O)[nH]c12 | 1% | -15% | -2.7 | 12% | -6% | i | -0.3% | i | 11%
Cc1ccc(NC(=O)C(Cc2c[nH]c3ccccc23)NC(=O)OC(C)(C)C)c(C)c1 (configuration not stated) | 1% | · | · | 8% | -9% | · | -0.5% | ? | -4%
O=C(CC(=O)NC1CCCCC1)N/N=C/c1ccccc1[N+](=O)[O-] | -6% | -1% | -3.0 | -2% | -21% | i | 5.6% | i | 13%
CC(C)(C)NC(=O)CN(C(=O)C(=O)Nc1ccc2c(c1)OCCO2)C(C)(C)C | -7% | 0% | -0.6 | 3% | -2% | i | -0.9% | i | 4%
Cc1cc2c(NS(=O)(=O)c3ccc(F)cc3)cccc2nn1 | 20% | 0% | -0.9 | -24% | 1% | i | -0.3% | i | 3%
Cc1c(CN2CCN(C)C(CCO)C2)[nH]c2c(Cl)cccc12 (configuration not stated) | 2% | 1% | 2.0 | -2% | 1% | i | 0.4% | i | 7%
Cc1ccnc(N2CCN(C(=O)CSc3nc4ccccc4nc3N3CCCCC3)CC2)c1 | 6% | -11% | -1.9 | -9% | 0% | i | 0.3% | i | ?
N#Cc1c(N)n(C2CCCCC2)c2nc3ccccc3nc12 | -29% | 0% | -4.9 | ? | -2% | i | -0.6% | i | -19%
CC(C)c1ccccc1NC(=S)NC1CCN(Cc2ccccc2)CC1 | -9% | 2% | 1.4 | -9% | 2% | i | -0.5% | i | -5%
CC(C)(CO)NC(=O)c1ccc2c(c1)C(=O)c1ccccc1-2 | 1% | -2% | -7.2 | ? | 3% | i | 13% | i | 7%
S=c1nc[nH]c2c1ncn2-c1ccc(Cl)cc1 | -24% | · | -1.4 | ? | 0% | i | 2.5% | i | 22%
Cc1ccc(S(=O)(=O)N2CCCN(S(=O)(=O)C3CCS(=O)(=O)C3)CC2)cc1 (configuration not stated) | -10% | -2% | -1.4 | 4% | 5% | i | 3.7% | i | 7%
COc1ccc(CC(=O)Nc2ccc(N(C)C)c3ccccc23)cc1 | -1% | 0% | -0.2 | -7% | -3% | i | -0.3% | i | 14%
COC(=O)C1CCN(C(=O)Nc2ccc(OC)cc2)CC1 | -3% | -3% | 0.5 | 19% | 2% | i | 0.3% | i | 5%
Cc1ccc(NC(=O)c2ncn(CCCNCC3CCCCC3)n2)cc1C | -64% | · | -0.5 | · | · | i | -1.2% | ? | -20%
Cc1ccc(S(=O)(=O)N/N=C\c2ccc3c(c2)OCO3)cc1C | -12% | -4% | -6.1 | ? | -15% | i | 0.0% | i | -25%
O=C(N/C(=C\c1ccccc1)C(=O)N1CCOCC1)c1ccc(Br)o1 | -4% | 0% | -2.1 | 2% | -4% | i | -0.3% | i | 6%
Cc1ccsc1C(=O)OCC(=O)Nc1cccc(S(=O)(=O)NC2=NCCCCC2)c1 | -2% | 0% | 2.0 | ? | 2% | i | 0.6% | i | -4%
C=C(C)CN1CCN(c2ccc(N3C(=O)CCCC3=O)cc2[N+](=O)[O-])CC1 | 9% | -1% | -0.9 | ? | 8% | i | -0.6% | i | 13%
COCC(C)NC(=O)c1cc(OC)cc(OC)c1 (configuration not stated) | -1% | -2% | 1.0 | -1% | 0% | i | 0.5% | i | 5%
C=CCn1c(Cc2cccs2)nnc1SCC(=O)c1ccc(F)cc1 | -11% | 0% | -0.5 | 6% | -2% | i | 2.0% | i | 7%
CC(C)c1ccccc1OCC(O)CN(CC(O)COc1cccc2ccccc12)C(C)C (configuration not stated) | -117% | 1% | -0.2 | ? | -28% | i | -2.7% | ? | 16µM*
